High-throughput results from PubChem BioAssay.
Pol kappa inh: DNA polymerase kappa (human) inhibition | actives 0.53% (n = 400,000) | Q9UBT6 | Potency, µM (doses to about 107 µM), inactives show at the highest dose activity, negative = inhibition, hits mostly inhibitors | purified Pol kappa, fluorescent DNA synthesis assay, 10 min | AID 588579; further: on the % scale 0 is the no-effect control and ±100 the full control effect
Target sequence (Q9UBT6 whole entry, looked up): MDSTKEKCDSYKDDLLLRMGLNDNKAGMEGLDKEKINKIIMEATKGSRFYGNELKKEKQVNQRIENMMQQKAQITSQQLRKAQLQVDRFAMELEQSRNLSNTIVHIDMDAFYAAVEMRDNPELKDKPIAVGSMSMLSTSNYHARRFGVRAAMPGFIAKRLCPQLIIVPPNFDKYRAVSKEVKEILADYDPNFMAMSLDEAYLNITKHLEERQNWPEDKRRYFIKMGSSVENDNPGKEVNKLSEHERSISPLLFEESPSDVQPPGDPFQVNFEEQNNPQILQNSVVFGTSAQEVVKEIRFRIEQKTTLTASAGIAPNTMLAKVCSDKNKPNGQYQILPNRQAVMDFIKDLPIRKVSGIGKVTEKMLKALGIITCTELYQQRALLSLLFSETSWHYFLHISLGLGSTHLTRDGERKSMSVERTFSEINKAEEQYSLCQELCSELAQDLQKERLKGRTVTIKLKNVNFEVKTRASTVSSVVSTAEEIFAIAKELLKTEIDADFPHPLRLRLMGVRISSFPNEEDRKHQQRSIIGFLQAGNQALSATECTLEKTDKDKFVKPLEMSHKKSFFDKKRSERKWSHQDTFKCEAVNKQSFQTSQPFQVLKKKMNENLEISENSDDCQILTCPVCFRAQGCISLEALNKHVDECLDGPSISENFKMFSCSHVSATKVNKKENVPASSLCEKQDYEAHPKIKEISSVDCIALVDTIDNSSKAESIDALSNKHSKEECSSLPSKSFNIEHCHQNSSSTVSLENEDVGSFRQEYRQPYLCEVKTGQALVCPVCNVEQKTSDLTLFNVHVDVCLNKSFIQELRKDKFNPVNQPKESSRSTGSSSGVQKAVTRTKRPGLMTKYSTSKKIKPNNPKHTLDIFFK
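Inhibition of 10 nM Pol kappa is measured by a fluorescent read-out at 0 and 10 min following addition of 50 nM substrate (final), with a 15-min room-temperature compound preincubation.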
APE1 inh: blocks human APE1 abasic DNA cleavage; P27695; actives 0.35% (n = 350,000); Potency, µM (top dose mostly 65.8 µM), without a hit: top-dose activity change, negative = inhibition, most hits filed as inhibitors; recombinant APE1, TAMRA/BHQ-2 abasic DNA cleavage fluorescence;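 further: plate controls were vehicle for no effect and reference inhibitor for full effect; nearly all actives have a fitted effect of over 55% in size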
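Readout is kinetic fluorescence (ex 525, em 598 nm) from cleavage of 50 nM TAMRA/BHQ-2 THF abasic duplex by 0.75 nM APE1, compound added 15 min beforehand at RT.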
BLM helicase inh: blocks DNA unwinding by human BLM helicase. recombinant BLM DNA unwinding, fluorescence dequenching. actives 0.2% (n = 350,000). P54132. Potency, µM (top dose mostly 56.1 µM), inactives show at the highest dose activity change, negative = inhibition, actives largely listed as inhibitors;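 further: plate controls were vehicle for no effect and no enzyme for full effect; nearly all actives have a fitted effect of over 35% in size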
BAZ2B inh: BAZ2B (human) inhibition; Q9UIF8; AlphaScreen BAZ2B-H3K14Ac peptide displacement; Potency, µM (titrated, usually from 114 µM), for the others: at the highest dose activity change, negative = inhibition, hits mostly inhibitors; actives 4.4% (n = 360,000); AID 504333; further: on the % scale 0 is the no-effect control and ±100 the full control effect; nearly all actives have a fitted effect of over 60% in size
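AlphaScreen displacement of biotin-H3(5-23)K14Ac peptide (50 nM final) from BAZ2B (50 nM final) in PBS pH 7.4, 0.01% Tween-20; complex preformed 30 min RT, then compounds (top 110 uM) 30 min RT, beads 20 min dark.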
Pol eta inh: inhibitors of human DNA polymerase eta | Q9Y253 | recombinant Pol eta, fluorescent DNA replication assay | actives 1.2% (n = 390,000) | Potency, µM (titrated, usually from 114 µM), for the others: at the highest dose activity change, negative = inhibition, most hits filed as inhibitors; further: on the % scale 0 is the no-effect control and ±100 the full control effect
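Pol eta (10 nM) was preincubated with compounds for 15 min at room temperature, after which fluorescent replication substrate (50 nM final) was added to start the reaction. Fluorescence was read kinetically at 0 and 10 min.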
POLB inh: DNA polymerase beta (human) inhibition; P06746; Pol beta primer extension/strand displacement, fluorescence kinetic; Potency, µM (highest dose often 114 µM), for the others: at the highest dose activity change, negative = inhibition, usual class: inhibitors; actives 1.3% (n = 340,000); AID 485314; further: on the % scale 0 is the no-effect control and ±100 the full control effect
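Values derive from four-parameter Hill fits of normalized kinetic data: reads at 0 and 10 min following addition of 50 nM substrate to 10 nM Pol beta preincubated 15 min with compound.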
JMJD2A Tudor: blocks the human JMJD2A Tudor domain. O75164. AlphaScreen JMJD2A-Tudor / H3K4me3 peptide binding. Potency, µM (highest dose often 114 µM), for inactives: at the highest dose activity change, negative = inhibition, hits mostly inhibitors. actives 4.4% (n = 390,000); further: on the % scale 0 is the no-effect control and ±100 the full control effect; nearly all actives have a fitted effect of over 50% in size
POLI inh: inhibitors of human DNA polymerase iota; Pol iota fluorescent replication assay, 10 min; Potency, µM (series often up to 115 µM), for inactives: at the highest dose activity, negative = inhibition, usual class: inhibitors; AID 588590; actives 1% (n = 390,000); Q9UNA4
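Pol iota at 10 nM preincubated 15 min with compounds at room temperature; reaction started with fluorescent substrate, 50 nM final. Fluorescence read kinetically at 0 and 10 min; buffer-only wells as negative control.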
G9a inh: G9a (human) methyltransferase inhibition; Potency, µM (doses to about 102 µM), without a hit: top-dose activity, negative = inhibition, most hits filed as inhibitors; actives 8.8% (n = 350,000); G9a H3K9 monomethylation, AlphaScreen, 2 h; Q96KQ7; further: on the % scale 0 is the no-effect control and ±100 the full control effect; nearly all actives have a fitted effect of over 75% in size
Target sequence (Q96KQ7 913-1193 limits assumed): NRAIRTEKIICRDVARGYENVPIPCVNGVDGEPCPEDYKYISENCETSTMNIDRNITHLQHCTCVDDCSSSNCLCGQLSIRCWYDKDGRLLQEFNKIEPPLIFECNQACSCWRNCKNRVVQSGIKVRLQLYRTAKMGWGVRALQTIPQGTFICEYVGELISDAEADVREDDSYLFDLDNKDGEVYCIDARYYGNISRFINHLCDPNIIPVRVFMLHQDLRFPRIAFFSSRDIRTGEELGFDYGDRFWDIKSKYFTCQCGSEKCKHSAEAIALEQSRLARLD
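Chemiluminescent proximity detection of H3K9 monomethylation, read after 10 min bead incubation in the dark. Reaction: 20 nM G9a, 500 nM biotin-H3K9 peptide, 20 uM SAM cofactor, 2 h, room temperature, following 15 min enzyme-compound preincubation.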
An asterisk follows results filed as active; ? = inconclusive; / = no result given; & = joins results of further samples; [ ] = remark or other dose. The call rests on the fitted dose curve; in most records, active means well fitted curve in the direction sought with a large enough effect; inconclusive means small, poorly fitted or top-dose-only effect, or another doubt; inactive means no such curve, though single readings can be large; an effect the other way counts as inactive or inconclusive. Potency means the concentration at half of the fitted maximal effect.

SMILES	Pol kappa inh	APE1 inh	BLM helicase inh	BAZ2B inh	Pol eta inh	POLB inh	JMJD2A Tudor	POLI inh	G9a inh
Cn1c(COc2ccccc2Br)nc2ccccc21	-2%	-7%	-3%	-4%	-20%	6%	11%	28%	17%
Cc1ccc(-n2nc(C)c3c(C(=O)Nc4ccc(Br)c(C)c4)cc(C)nc32)cc1	5%	/	0%	17%[57.1 µM]	-24%	11%	10%	14%	6%[59 µM]
Nn1c(SCC(=O)N2CCN(S(=O)(=O)c3ccccc3)CC2)nnc1-c1cccs1	-1%	-5%	-2%	3%	3%	10%	-7%	6%	11%
Cc1ccc(S(=O)(=O)N(CCc2ccccc2)CC(=O)Nc2ccccc2C)cc1	-9%[60.1 µM]	/	-5%	13%	-4%	15%	16%	-17%	13%[59 µM]
CCCCN(C(=O)CCNC(=O)NC12CC3CC(CC(C3)C1)C2)c1c(N)n(CCCC)c(=O)[nH]c1=O	-1%	53%[activator]	/	-1%	-15%	/	-15%	25%	-3%[0.501 µM]
CC1CN(c2nnc(NC(=O)c3ccccc3)s2)CC(C)O1 (configuration not stated)	-16%	-6%	-6%	-11%	-15%	-17%	-20%	19%	56µM*
O=C(CSc1ncc(CO)n1Cc1ccccc1)Nc1ccc(C(F)(F)F)cc1	-9%[60.1 µM]	/	-7%	?	-21%	-22%	?	-6%	-39%[59 µM]
Cc1ccc(NC(=O)c2ccc(NC(=O)N3CCSc4ncccc43)cc2)c(C)c1	-1%	/	-1%	-14%	-6%	37%	-5%	2%	-4%[59 µM]
Cc1ccc(N=C2C(=O)Nc3ccc(C)c(Br)c32)cc1	-4%	-9%	-7%	?	-13%	25%	?	-4%	1.3µM*
Cc1nc(N2CCN(c3ccccn3)CC2)c2c(C)c(C(=O)Nc3ccc(F)cc3Cl)sc2n1	-2%	20%	-3%	-2%	-4%	0%	-8%	-9%	19%
CCN(C[C@H]1N[C@@](CC)(C(=O)OC)[C@H]2C(=O)N(Cc3ccccc3)C(=O)[C@@H]12)C(=O)c1ccccc1	-12%	-3%	/	/	-16%	/	-26%	15%	/
COc1cccc(C(=O)N2CCN(S(C)(=O)=O)CC2)c1	2%	-1%	0%	0%	-2%	1%	40%[activator]	22%	5%[59 µM]
O=[N+]([O-])c1ccc(C=NN=Cc2ccc([N+](=O)[O-])cc2)cc1	-12%	/	/	/	-18%	/	-14%	10%	/
CCCCn1c(N)c(N(CCC(C)C)C(=O)C2=NN(c3ccccc3)C(=O)CC2)c(=O)[nH]c1=O	4%	-18%	/	6%	6%	/	-6%	-21%	?
O=C1CCCC2=C1C(c1ccccc1)C1C(=O)c3ccccc3C1=N2 (configuration not stated)	-40%	-3%	0%	?	-11%	3%	?	-14%	?
CCC(CC)NC(=O)COC(=O)c1cccc(C)c1O	-8%	4%	0%	11%	2%	4%	-6%	-1%	?
O=C(COc1ccc(Cl)cc1)NC1CC1	2%	-11%	3%	-2%	-10%	8%	-6%	20%	?
CN1CCN(CCNC(=O)Cn2c(=O)c3cccn3c3ccc(F)cc32)CC1	-19%	21%	-8%	-14%	1%	8%	-3%	4%	8%
NC(=O)NC(CC(=O)N1CCc2ccccc2C1)c1ccc(Cl)cc1 (configuration not stated)	3%	-5%	2%	-2%	-17%	35%	4%	44%[activator]	-5%
CSc1nc(C(C)C)ccc1CNC(=O)CC(C)c1ccccc1 (configuration not stated)	1%	-9%	-2%	2%	-16%	14%	-8%	8%	27%
CCCCOc1nc2c(c(=O)n(C)c(=O)n2C)n1C	-1%	37%[activator]	-3%	0%	-15%	7%	-3%	-12%	-3%
COCCCNc1nc2cc(OC)c(OC)cc2c2nc(-c3ccccc3)nn12	7%&-1%	5%	-3%&-3%	7%&-9%	-14%&-3%	19%&0%	5%&-13%	28%&-24%	16%[2.33 µM]
Cc1nn(C)cc1CNC(=O)/C=C/c1cnn(C)c1	-9%	-5%	0%	6%	-20%	38%	-6%	-1%	-5%[59 µM]
COC(=O)c1ccccc1NC(=O)c1cnc(Nc2ccc(OC)cc2)c2ccccc12	-11%	/	-8%	8%	-5%	3%	-10%	-28%	18%[59 µM]
COc1ccc(N2CC(C(=O)Nc3nnc(SCC(=O)NC(C)(C)C)s3)CC2=O)cc1 (configuration not stated)	5%	3%	-2%	-3%	0%	9%	0%	2%	?
Later entries
SMILES	Pol kappa inh	APE1 inh	BLM helicase inh	BAZ2B inh	Pol eta inh	POLB inh	JMJD2A Tudor	POLI inh	G9a inh
O=C(CSc1nc(-c2ccccc2)[nH]c1-c1ccc(F)cc1)NC1CCCC1	-2%	/	-6%	-25%	-9%	10%	?	-8%	-48%[59 µM]
COc1ccc(NC(=O)Cn2c(=O)n(Cc3ccco3)c(=O)c3cc(OC)c(OC)cc32)cc1	14%	/	-13%	4%	-10%	0%	-3%	-10%	18%[59 µM]
COc1cc(OC)cc(C(=O)N[C@H](C(=O)NC23CC4CC(CC(C4)C2)C3)C(C)C)c1	1%	2%	-1%	6%	-9%	7%	-7%	2%	-15%[12.7 µM]
O=C(COC(=O)c1ccc[nH]c1=O)NCC1CCCO1 (configuration not stated)	-7%	3%	-2%	-19%	-2%	1%	?	-10%	-51%[59 µM]
CSc1ccc(CCNC(=O)c2ccc3c(c2)nc2n3CCC(C)C2)cc1 (configuration not stated)	-6%[60.1 µM]	/	-4%	-9%	-7%	-25%	-22%	10%	-21%[59 µM]
C[C@@H](C(=O)Nc1ccc2ccccc2c1)[C@H]1C[C@]1(C)[C@H](NC(=O)c1cccnc1)c1ccccc1	-4%	-5%&-3%	-7%&-1%	-30%	-23%	4%	-28%	21%	-4%
CCCCCN(C(=O)NC(=O)Nc1ccccc1C)S(C)(=O)=O	-3%[60.1 µM]	8%	-1%	8%	7%	29%	-10%	16%	8%
CCC(C(=O)NCCCN1CCN(C)CC1)n1nc(C)n2c(cc3occc32)c1=O (configuration not stated)	8%	7%	2%	0%	-23%	42%	-1%	10%	/
CN(CC(=O)Nc1ccc(Cl)cc1)C(=O)c1ccc(N2CCCC2=O)cc1	-5%	39%[activator]	/	0%	-2%	/	-9%	1%	6%[12.7 µM]
Nc1nnc(SCC(=O)OCC(=O)c2ccccc2)s1	3%	13%	-1%	-15%	-11%	26%	-5%	4%	-44%
COCc1cc(C)nc(SCC(=O)Nc2cccc(C)c2)c1C#N	-6%	-12%	-2%	62%[activator]	-6%	6%	-3%	0%	3%[59 µM]
Cn1nc(C(=O)OCC(=O)c2ccc(Cl)cc2)c2ccccc2c1=O	-14%	9%	/	/	-8%	/	-19%	10%	/
CCOC(=O)c1csc(NC(=O)CSc2nnnn2-c2ccc(OCC)cc2)n1	-2%	13%	1%	-8%	0%	15%	-16%	-25%	11%[2.33 µM]
O=C(CNC(=O)c1sc2ccccc2c1Cl)NCc1cccc(C(F)(F)F)c1	0%	11%	/	-7%	-16%	/	5%	?	-30%
C#CCNC(=O)C1=C[C@@H](C2CC2)C[C@@H](OCCCCO)O1	-3%	-3%	-2%	-36%	1%	3%	-23%	-10%	-41%[59 µM]
CCC(CC)C(=O)OCc1cc(=O)n2nc(C3CC3)sc2n1	0%	/	-8%	-8%	-2%	2%	-29%	36%[activator]	15%[59 µM]
Cc1cc2c(OCC(O)CNC(C)(C)C)cccc2[nH]1 (configuration not stated)	-4%	-1%	-2%	-30%	-5%	0%	-28%	20%	-41%[59 µM]
Cc1ccc(NC(=O)CN(C)C(=O)CSc2ccc3c(c2)OCCO3)cc1	2%	-6%	/	10%	-12%	/	6%	-12%	18%[59 µM]
Clc1cccc(Cl)c1-c1nnc2cccc(Cl)n12	-21%	-7%	-2%	-2%	7%	4%	-14%	2%	?
Cc1ccc(S(=O)(=O)N(C)c2cc(S(=O)(=O)N3CCC(C)CC3)c(C)cc2C)cc1	-1%	-5%	-10%	-36%	-22%	14%	6%	16%	-6%
Cc1ccc(S(=O)(=O)NCCc2csc3nc(-c4ccccc4F)nn23)cc1C	-12%[60.1 µM]	/	1%	-3%	0%	4%	-21%	-16%	-2%[59 µM]
COCCNC(=O)C1(C(F)(F)F)C/C(=C/CCO)CCCO1 (configuration not stated)	11%	0%	1%	/	/	/	-1%	?	/
Cc1ccc(NC=C(S(=O)(=O)c2ccccc2)S(=O)(=O)c2ccccc2)cc1	-7%	1%	3%	11%	-21%	12%[57.1 µM]	-18%	-3%	-1%
Cc1cc(C)cc(NC(=S)/C(=C(\[O-])c2ccc(Cl)s2)[n+]2cccc(C)c2)c1	-8%	-8%	-10%	40µM*	-9%	-23%	50µM*	58%[activator]	45µM*
Cc1ccc(S(=O)(=O)NCCC(=O)NCc2ccc3c(c2)OCO3)cc1C	2%	1%	-5%	5%	-7%	-2%	-3%	-11%	0%
Further results:
SMILES	Pol kappa inh	APE1 inh	BLM helicase inh	BAZ2B inh	Pol eta inh	POLB inh	JMJD2A Tudor	POLI inh	G9a inh
CCOC(=O)c1c(C)nc2c(c(SC)nn2-c2ccccc2)c1N	0%	-1%	-6%	9%	-7%	22%	70%[activator]	0%	-16%[0.501 µM]
CCCCSc1nc2[nH]ncc2c(=O)[nH]1	-4%	4%	-1%	-1%	-14%	23%	-13%	16%	-6%[59 µM]
Cn1cnc2c(=O)[nH]cc([N+](=O)[O-])c21	-3%	-3%	-3%	-12%	-7%	-12%	-14%	5%	-2%
CC(=O)N1c2ccc(S(=O)(=O)NCC3CCC(C(=O)Nc4cccc(C)c4C)CC3)cc2CC1C (configuration not stated)	-20%	/	-10%	-31%	-19%	22µM*	-4%	?	-11%[59 µM]
Cc1ccc(OCC(=O)Nc2cccc(C(=O)OCc3cc(=O)n4c(C)csc4n3)c2)cc1	-8%[60.1 µM]	/	-1%	-5%	1%	-3%	5%	-4%	11%[12.7 µM]
OCCCCc1nccc2c1[nH]c1ccccc12	0%	17%	-13%	0%	-19%	79%	-6%	-9%	-9%[59 µM]
CCOC(=O)N1CCC(NC(=O)CS(=O)(=O)Cc2nc(-c3ccccc3Cl)oc2C)CC1	-5%	14%	1%	-9%[57.1 µM]	0%	-14%	-9%	15%	?

Two of the compounds above, as a markdown table:
| mol | Pol kappa inh | APE1 inh | BLM helicase inh | BAZ2B inh | Pol eta inh | POLB inh | JMJD2A Tudor | POLI inh | G9a inh |
| --- | --- | --- | --- | --- | --- | --- | --- | --- | --- |
| OCCCCc1nccc2c1[nH]c1ccccc12 | 0% | 17% | -13% | 0% | -19% | 79% | -6% | -9% | -9%[59 µM] |
| CCOC(=O)N1CCC(NC(=O)CS(=O)(=O)Cc2nc(-c3ccccc3Cl)oc2C)CC1 | -5% | 14% | 1% | -9%[57.1 µM] | 0% | -14% | -9% | 15% | ? |

The list is partial; the hit share may differ from the screen's.
